Compound activity: PubChem BioAssay, National Center for Advancing Translational Sciences (NCATS)
PKM2 act: activators of human pyruvate kinase M2 | hit rate 0.34% among 260,000 | Potency, µM (series often up to 57.5 µM), without a hit: at the highest dose activation, usual class: activators | purified PKM2, Kinase-Glo ATP luminescence, activation; response scale: 0% is enzyme alone, no compound | P14618; also: potency is read from the fitted curve at half-maximal effect; % is scaled to controls: 0 for no effect and ±100 for the full control effect; nearly all actives have a fitted effect of over 55% in size
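ATP formation by purified human PK-M2, quantified via coupled luciferase luminescence after 1 h at room temperature with 0.1 mM ADP and 0.5 mM PEP final.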
Chronic BCR inh: chronic active BCR signaling inhibition. hit rate 0.05% among 340,000. Potency, µM (titrated, usually from 46.1 µM), inactives show top-dose ratio change, negative = lower green/red ratio, most hits filed as inhibitors. ABC-DLBCL IkBa-CBG/CBR reporter, luminescence ratio, 4 h. AID 493014; active = well fitted inhibition curve with a large enough effect in the signal ratio, with a control signal flat, not every such curve was filed as active; inconclusive = small, poorly fitted or top-dose-only effect, or effect the other way, or a change in a side signal; the % refers to the signal ratio;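 also: potency is read from the fitted curve at half-maximal effect; plate controls were basal doxycycline-induced cells for no effect and cells given 10 µM MG132 for full effect; MG132 reads +100%, hits lower the ratio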
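Concentration-response series (up to 46 uM) were applied to TMD8 dual-reporter cells for 4 h at 37C with doxycycline. Green/red ratio, after filter-overlap correction, defined %Activity; red signal alone was normalised to basal cells and zero luminescence.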
GALK inhibitor: inhibitors of human galactokinase; P51570; Purified GALK, Kinase-Glo residual ATP luminescence; Potency, µM (highest dose often 57.5 µM), inactives show top-dose activity change, negative = inhibition, usual class: inhibitors; hit rate 0.007% among 270,000; AID 1868; also: potency is read from the fitted curve at half-maximal effect; % is scaled to controls: 0 for no effect and ±100 for the full control effect
Target sequence (P51570 whole entry, looked up): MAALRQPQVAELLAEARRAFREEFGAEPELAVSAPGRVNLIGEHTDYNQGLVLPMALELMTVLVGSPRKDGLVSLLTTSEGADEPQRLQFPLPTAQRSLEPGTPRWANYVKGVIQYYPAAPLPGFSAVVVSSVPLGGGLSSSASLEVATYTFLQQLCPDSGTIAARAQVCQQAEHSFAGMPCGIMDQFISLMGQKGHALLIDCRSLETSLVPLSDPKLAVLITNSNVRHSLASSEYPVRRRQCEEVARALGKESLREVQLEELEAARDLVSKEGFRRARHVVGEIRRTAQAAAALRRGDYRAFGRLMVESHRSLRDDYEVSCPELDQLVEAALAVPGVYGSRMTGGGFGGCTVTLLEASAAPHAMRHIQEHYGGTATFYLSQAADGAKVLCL
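The enzyme phosphorylates galactose (100 uM) using ATP (35 uM); inhibition is detected as higher residual ATP, quantified by bioluminescence after 1 h reaction at room temperature, pH 8.0.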
ASM inhibitor: blocks human secretory acid sphingomyelinase; placental ASM, HMU-PC fluorogenic substrate, 60 min; Potency, µM (highest dose often 57.5 µM), for inactives: at the highest dose activity change, negative = inhibition, most hits filed as inhibitors; hit rate 0.006% among 340,000; P17405; also: potency is read from the fitted curve at half-maximal effect
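Fluorescence read-out (Ex 386 nm, Em 447 nm) after stopping the reaction at pH 10. Enzyme: ASM from human placenta; substrate HMU-PC0, 9 uM final; 60 min, 37 °C. Compound preincubation 10 min, ambient temperature.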
B2AR arrestin: beta2AR (human) beta-arrestin recruitment activity | P07550 | beta-arrestin recruitment to beta2AR, cell-based reporter | Potency, µM (doses to about 46.1 µM), without a hit: top-dose activation, hits mostly activators | hit rate 0.02% among 330,000 | AID 492947;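 also: potency is read from the fitted curve at half-maximal effect; 0% = DMSO controls and full agonism = EC100 isoproterenol or metaproterenol; nearly all actives have a fitted effect of over 65% in size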
Menin MLL FP TR: inhibitors of human menin-MLL interaction, mutant MLL peptide | hit rate 0.23% among 270,000 | Potency, µM (titrated, usually from 61.6 µM), inactives show at the top dose FP activity change, negative = inhibition, usual class: inhibitors | Menin + Texas Red MLL mutant peptide, fluorescence polarization | O00255; active = well fitted inhibition curve with a large enough effect in the polarisation, with a control signal flat, not every such curve was filed as active; inconclusive = small, poorly fitted or top-dose-only effect, or effect the other way, or a change in a side signal; inactive = no such curve, though single readings can be large or run the other way; the % refers to the polarisation; also: potency is read from the fitted curve at half-maximal effect; % of control where 0% means no effect; many of its hits are not listed in these tables
Target sequence (O00255 whole entry, looked up): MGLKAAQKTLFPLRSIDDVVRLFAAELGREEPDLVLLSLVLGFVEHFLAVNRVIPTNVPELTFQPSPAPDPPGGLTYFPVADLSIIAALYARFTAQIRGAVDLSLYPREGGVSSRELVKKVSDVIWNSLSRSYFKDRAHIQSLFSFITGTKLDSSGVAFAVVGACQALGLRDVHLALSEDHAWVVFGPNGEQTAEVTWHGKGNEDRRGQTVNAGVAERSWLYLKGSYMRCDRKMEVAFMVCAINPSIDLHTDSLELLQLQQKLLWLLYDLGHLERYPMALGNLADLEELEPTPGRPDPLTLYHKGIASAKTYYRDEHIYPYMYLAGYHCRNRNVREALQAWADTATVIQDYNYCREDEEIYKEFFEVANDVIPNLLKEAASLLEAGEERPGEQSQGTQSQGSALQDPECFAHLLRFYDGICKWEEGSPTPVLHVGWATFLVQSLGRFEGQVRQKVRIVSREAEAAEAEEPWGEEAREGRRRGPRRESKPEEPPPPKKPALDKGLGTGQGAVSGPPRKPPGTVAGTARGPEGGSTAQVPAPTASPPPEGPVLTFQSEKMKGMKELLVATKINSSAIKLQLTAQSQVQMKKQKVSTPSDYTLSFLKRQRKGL
Coupling enz: inhibits coupling enzyme system, counter-screen for aldolase hits; activity change, negative = inhibition, % at 58.2 µM, hits read low; coupling enzyme system counterscreen, AmpLite Red fluorescence; AID 2472; hit rate 0.67% among 290,000; in the data active = activity change below about -30%; also: % is scaled to controls: 0 for no effect and ±100 for the full control effect
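Compounds tested against the coupling enzymes alone at 57.5 uM final; readout was AmpLite Red fluorescence (525/598 nm) after 20 min at RT.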
Tb PFK inh: T. brucei PFK enzyme inhibition. O15648. hit rate 0.17% among 330,000. Potency, µM (highest dose often 57.5 µM), for the others: top-dose activity, negative = inhibition, usual class: inhibitors. T. brucei PFK, ADP-Glo luminescence. AID 485367;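 also: potency is read from the fitted curve at half-maximal effect; 0% = uninhibited 1x PFK enzyme wells and -100% = no-enzyme wells; nearly all actives have a fitted effect of over 60% in size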
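Activity is normalized to no-enzyme wells (full inhibition) and 1.25 nM enzyme wells (no inhibition). Reaction: 0.5 mM F6P, 0.1 mM ATP, 45 min RT, ADP-Glo luminescence; concentration-response curves fitted and classed by quality.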
Integrin act MD: activators of alpha7 integrin expression for muscular dystrophy; alpha7betagal myoblasts, beta-gal FDG fluorescence, 48 h; AID 624291; Potency, µM (doses to about 38.3 µM), for inactives: top-dose activation, hits mostly activators; hit rate 0.064% among 350,000;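 also: potency is read from the fitted curve at half-maximal effect; 100% = response of the positive control SU9516; nearly all actives have a fitted effect of over 60% in size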
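alpha7betagal+/- myoblasts (passage 13, 250/well) treated 48 h at 37C with compounds at 1:260 dilution of DMSO stock. Lysed, then beta-galactosidase activity read as FDG fluorescence (ex 480/em 540) after 30 min, with pre-read for autofluorescence.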
Giardia killer: kills Giardia lamblia | Giardia lamblia trophozoite viability | activity change, % at 7.66 µM, hits read low | hit rate 0.15% among 340,000; in the data active = activity change below about -80%; inconclusive = between about -30% and that limit;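 also: parasites exposed to compound for two days anaerobically before the ATP read; % is scaled to controls: 0 for no effect and ±100 for the full control effect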
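Killing of trophozoites was scored by loss of ATP luminescence after a 48 hrs anaerobic exposure to compounds at 37 deg C, using 100 cells per well.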
PTAP TSG101 blk: blocks PTAP/TSG101 interaction to inhibit HIV-1 budding; Q99816; Fluorescence polarization, FITC-PTAP peptide / Tsg101 binding; Potency, µM (top dose mostly 115 µM), inactives show top-dose activity change, negative = inhibition, usual class: inhibitors; 340,000 tested, under 10 active; active = well fitted inhibition curve with a large enough effect in the main read-out, with a control signal flat, not every such curve was filed as active; inconclusive = small, poorly fitted or top-dose-only effect, or effect the other way, or a change in a side signal; inactive = no such curve, though single readings can be large or run the other way; also: potency is read from the fitted curve at half-maximal effect; % of control where 0% means no effect
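Fluorescence anisotropy tracks displacement of a FITC-tagged PTAP peptide (50 nM) from the Tsg101 binding domain (10 uM), following a 20 min room-temperature incubation at pH 7.5.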
* = called active by the depositor; ? = inconclusive; nt = not tested or not shown; [ ] = remark or other dose. Unless noted, calls follow the shape of the dose curve; as a rule, active = well fitted curve in the direction sought with a large enough effect; inconclusive = small, poorly fitted or top-dose-only effect, or another doubt; inactive = no such curve, though single readings can be large; an effect the other way counts as inactive or inconclusive. These rows are one share of the data; the hit share may differ from the screen's.

SMILES	PKM2 act	Chronic BCR inh	GALK inhibitor	ASM inhibitor	B2AR arrestin	Menin MLL FP TR	Coupling enz	Tb PFK inh	Integrin act MD	Giardia killer	PTAP TSG101 blk
CCOC(=O)C1=C(O)C(=O)N(c2ccc(S(N)(=O)=O)cc2)C1c1ccc(Cl)cc1 (centres undefined)	-6.9%	0.0%	0.5%	-2.2%	-0.5%	31.3%[activator]	12.6	1.4%	0.5%	-9.6	-13.8%
CCCCn1c(N)c(N(CCOC)C(=O)c2cc(-c3ccc(OC)cc3)nc3ccccc23)c(=O)[nH]c1=O	nt	-2.6%	nt	nt	-0.5%	nt	nt	-3.7%	-7.4%	10.7	-6.9%
CC(/C=C/c1ccccc1)=N/NC(=O)c1cnccn1	-0.8%	?	0.7%	-3.2%	-0.8%	-3.4%	5.8	-0.5%	-17.1%	-1.3	-3.1%
COC(=O)C1=C(C)Nc2nnnn2C1c1ccccc1Cl (centres undefined)	4.5%	-10.0%	4.0%	7.2%	-0.8%	-2.9%	-3.3	-0.2%	27.3%	4.7	-4.0%
CC(OC1=CC(=O)CCC1)C(=O)c1ccccc1 (centres undefined)	-0.5%	-0.3%	3.1%	2.9%	0.1%	-1.3%	2.3	1.8%	0.3%	5.6	-3.5%
O=C(NCCCN1CCOCC1)c1ccccc1N1C(=O)[C@@H]2Cc3c([nH]c4ccccc34)C(c3ccc(F)cc3)N2C1=O (some centres undefined)	14.6%	9.0%	nt	9.3%	0.5%	1.4%	-1.4	-2.0%	17.8%	14.3	-1.3%
COc1ccc(NC(=O)CSc2ccccc2)cn1	-7.0%	-1.9%	0.8%	2.2%	0.2%	-3.4%	-5.7	0.1%	29.3%	15.2	-8.2%
S=c1nc(C2CCCCC2)n(-c2ccccc2)[nH]1	-21.5%	2.5%	1.2%	0.1%	-1.7%	5.1%	3.5	-4.3%	7.6%	-10.6	-2.4%
CC[n+]1cccc(-c2nc3ccccc3s2)c1	-44.6%	-13.4%	-1.0%	-0.3%	0.2%	8.6%	0.4	0.6%	-3.1%	-16.0	-8.2%
COc1ccc(OC)c(S(=O)(=O)N/N=C\c2c[nH]c3ccccc23)c1	5.5%	-5.1%	-8.2%	-1.0%	-1.0%	?	-2.5	?	21.6%	-12.5	0.5%
COc1ccc(S(=O)(=O)N2CCC(C(=O)NCC(c3cccs3)N(C)C)CC2)cc1 (centres undefined)	?	-1.4%	0.5%	1.3%	0.3%	-10.9%	2.7	5.6%	13.5%	8.8	-5.1%
COc1cccc(COc2nc3c(c(=O)n(C)c(=O)n3C)n2C)c1	?	?	4.6%	-1.0%	0.0%	-0.6%	1.5	2.0%	6.3%	-26.8	0.2%
O=C(O)c1ccccc1C(=O)NCC(O)COc1ccc(Cl)cc1 (centres undefined)	3.8%	7.9%	-1.3%	-0.7%	-0.6%	nt	11.7	0.0%	2.0%	5.3	-6.4%
CCc1ccccc1NC(=S)N1CCN(c2ccccc2F)CC1	5.1%	-19.1%	nt	-1.4%	-1.0%	22.1%	-6.0	-3.4%	-11.6%	-1.1	0.6%
COc1cc(OC)cc(C(=O)NC2CC3CCC(C2)N3C)c1 (centres undefined)	nt	0.5%	nt	2.7%	-0.1%	nt	nt	-0.5%	22.9%	4.2	-1.4%
Cc1c(N=C2NC(=O)C(CC(=O)Nc3ccccc3)S2)c(=O)n(-c2ccccc2)n1C (centres undefined)	-3.5%	?	-0.8%	-2.3%	0.0%	2.8%	1.5	-0.5%	-12.7%	0.0	-6.8%
COc1cccc(C(=O)CSc2nc3ccccc3n2CC(=O)N(C(C)C)C(C)C)c1	-6.1%	-13.8%	-2.0%	-0.9%	-0.2%	-6.9%	0.8	0.1%	-0.4%	-9.9	-1.1%
CN(c1ccccc1)S(=O)(=O)c1ccc(NC(=O)c2nc(S(C)(=O)=O)ncc2Cl)cc1	nt	?	2.2%	-0.8%	-0.2%	nt	nt	-23.2%	-66.4%[inhibitor]	-24.0	-11.6%
CCc1nc(CN2CCN(c3cc(C(F)(F)F)ccn3)CC2)c(C)[nH]1	-1.7%	7.5%	4.3%	0.4%	4.5%	nt	1.7	-11.5%	6.5%	-4.0	-1.0%
CCOC(=O)N1CCN(C(=O)C2CCC(=O)N2C(C)C)CC1 (centres undefined)	-3.2%	-2.4%	-1.6%	2.3%	0.1%	-2.5%	4.0	-5.4%	-0.3%	-27.6	-5.5%
C/C(=N\NC(=O)C1CCCC1)c1ccc(Cl)c(Cl)c1	-1.9%	?	-3.1%	-3.1%	0.0%	nt	nt	2.6%	-18.8%	2.8	-0.2%
C#CCOCCOCCOCCNc1nc(N2CCN(C(=O)[C@H](CCC(=O)O)n3cc(C(N)CO)nn3)CC2)nc(N2CCN(C(=O)[C@H](CCC(=O)O)n3cc(C(N)CO)nn3)CC2)n1 (some centres undefined)	0.9%	0.1%	-1.3%	nt	-0.4%	nt	4.3	2.5%	nt	nt	nt
N#CCCNc1ccc(OCCC#N)cc1	-3.2%	4.6%	3.8%	2.0%	-0.9%	6.5%	2.6	-4.6%	-7.4%	-2.7	-6.7%
Cc1ccc(-n2c(CSc3nc(C)cc(C)n3)nnc2SCC(=O)N2CCCC2)cc1	0.9%	0.1%	8.3%	0.5%	0.1%	-18.4%	0.9	0.4%	8.6%	3.6	-5.6%
NS(=O)(=O)c1ccc(NC(=S)NCc2cccc(Cl)c2)cc1	-2.5%	-1.4%	-1.7%	-5.7%	-0.8%	24.7%	0.8	?	5.8%	8.1	0.6%
CCOC(=O)CN1C(=O)CSc2ccc(S(=O)(=O)N3CCOCC3)cc21	nt	0.7%	1.7%	-1.1%	-0.8%	nt	nt	-2.7%	-10.3%	2.6	1.4%
Cc1ccc(-n2nnnc2SCC(=O)N2CCc3ccccc3C2)cc1	4.1%	-12.1%	-3.1%	-1.3%	-0.6%	-9.4%	-9.0	2.5%	1.5%	2.9	-4.2%
CCOC(=O)c1ccc(S(=O)(=O)NC2CCCCCCC2)n1C	5.6%	9.3%	-1.4%	-0.2%	-0.2%	-15.2%	-0.5	-6.5%	21.4%	-4.1	-1.1%
Cc1ccc(C(=O)c2c3ccc(C(F)(F)F)cc3nn2CCC(N)=O)cc1	nt	1.2%	nt	0.0%	0.0%	nt	nt	13.1%	-4.2%	-29.3	-2.7%
Cc1noc(C)c1CSc1nnc(C)c(=O)[nH]1	-1.1%	-9.6%	-3.7%	-1.6%	-0.7%	8.3%	-2.9	-13.3%	14.1%	-5.8	-3.5%
c1ccc(CN2CN=C(Nc3nc4ccccc4s3)NC2)cc1	5.1%	?	1.7%	0.9%	-0.1%	4.8%	4.1	0.3%	7.1%	-0.9	1.2%
COc1cccc(NC(=O)COC(=O)C2CCN(S(=O)(=O)c3cccs3)CC2)c1	?	-2.3%	7.4%	-1.9%	-0.3%	22.1%	-2.5	-7.0%	-11.6%	15.3	1.2%
Cc1cccn2c(CN[C@H]3CCCCNC3=O)c(C(=O)N3CCOCC3)nc12	-3.5%	4.7%	1.0%	12.0%	-0.9%	-0.4%	3.0	0.7%	10.8%	-11.5	1.0%
CC(=O)OCC(=O)C1=CCC2C3CCC4=CC(=O)C=CC4(C)C3(F)C(OC(C)=O)CC12C (centres undefined)	3.4%	?	-0.5%	3.5%	-0.2%	0.3%	3.9	3.5%	-7.3%	-10.5	-8.6%
COc1ccc(NC(=O)Nc2nnc(-c3ccco3)s2)cc1	0.1%	?	4.2%	0.7%	-0.6%	nt	1.7	-0.2%	7.1%	-14.2	-5.1%
Cc1cc(C)c(S(=O)(=O)N2CCCOC2CNC(=O)C(=O)NCc2ccco2)c(C)c1 (centres undefined)	2.5%	1.8%	-0.2%	5.2%	-1.8%	5.7%	0.1	10.0%	35.5%	-15.9	-0.7%
O=C(CSc1ccc2nc(-c3ccccc3)cn2n1)NCC1CCCO1 (centres undefined)	1.1%	7.1%	7.5%	nt	-0.7%	-10.0%	-3.1	-4.3%	-24.8%	-26.3	-0.7%
O=C(Nc1ccc(OCc2ccccc2Cl)cc1)c1cccnc1	-4.8%	-8.0%	-3.9%	-1.0%	-0.6%	26.3%	1.2	1.2%	-30.2%	-9.2	-6.5%
CCC(=O)N1CCC2(CC1)Oc1ccc(Cl)cc1C(=O)C21CC(c2ccccc2)=NO1 (centres undefined)	8.9%	?	-0.1%	-3.4%	?	nt	1.5	-3.6%	-5.2%	-2.3	-6.2%
